# GAA glycogen: alters human alpha-glucosidase cleavage of glycogen; 300,000 tested, 0.38% active; Potency, µM (doses to about 76.4 µM), inactives show top-dose activity change, negative = inhibition, most hits filed as inhibitors; recombinant GAA, glycogen substrate, Amplex Red glucose oxidase fluorescence;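 note: potency is the fitted concentration of half-maximal effect; 0% = full enzyme reaction and -100% = no-enzyme basal signal; the screen sought inhibitors and activators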
#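 Recombinant enzyme (4 nM final) with compounds titrated up to 77 uM and bovine liver glycogen (30 ug) in citrate pH 5.0, 0.01% Tween-20, 37 C 40 min. Released glucose detected by Amplex Red/glucose oxidase (Ex 573/Em 610); AC50 from Hill fits.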
# HttQ103 aggreg: inhibitors of mutant huntingtin aggregate formation in PC12 cells. AID 1688. Potency, µM (top dose mostly 46.1 µM), without a hit: at the highest dose activity change, negative = inhibition, usual class: inhibitors. 220,000 tested, 1.1% active. PC12 HttQ103-GFP aggregates, Acumen cytometry, 40 h; note: potency is the fitted concentration of half-maximal effect; % is set by controls: 0 for no effect and ±100 for the full control effect; nearly all actives have a fitted effect of over 60% in size
#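 Ecdysone-promoter PC12 model expressing HTT exon 1 Q103 fused to GFP, induced by tebufenozide at 100 nM final. Compounds titrated; aggregates sized 1–25 µm scored on a 488 nm laser cytometer.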
# GAA inhib: inhibitors of human lysosomal alpha-glucosidase; 200,000 tested, 0.005% active; purified human GAA, 4-MU-alpha-glucoside fluorescence; Potency, µM (top dose mostly 76.9 µM), without a hit: at the highest dose activity change, negative = inhibition, hits mostly inhibitors; P10253;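 note: potency is the fitted concentration of half-maximal effect; plate controls were uninhibited enzyme wells for no effect and no-enzyme background for full effect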
#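 Activity normalized between no-enzyme (basal) and enzyme-only wells. Conditions: 4 nM human enzyme, 400 uM fluorogenic substrate, citrate/phosphate pH 5.0 with Tween-20, 20 min room temperature, compounds up to 77 uM.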
# CBFb-RUNX1 inh: inhibitors of human CBF-beta and RUNX1 interaction. Q01196+Q13951. AlphaScreen CBFb-His/RUNX1-biotin binding, biochemical. Potency, µM (series often up to 59.8 µM), for the others: at the top dose activity, negative = inhibition, most hits filed as inhibitors. 230,000 tested, under 10 active; note: % of control where 0% means no effect
# Target sequence (Q01196 whole entry, looked up): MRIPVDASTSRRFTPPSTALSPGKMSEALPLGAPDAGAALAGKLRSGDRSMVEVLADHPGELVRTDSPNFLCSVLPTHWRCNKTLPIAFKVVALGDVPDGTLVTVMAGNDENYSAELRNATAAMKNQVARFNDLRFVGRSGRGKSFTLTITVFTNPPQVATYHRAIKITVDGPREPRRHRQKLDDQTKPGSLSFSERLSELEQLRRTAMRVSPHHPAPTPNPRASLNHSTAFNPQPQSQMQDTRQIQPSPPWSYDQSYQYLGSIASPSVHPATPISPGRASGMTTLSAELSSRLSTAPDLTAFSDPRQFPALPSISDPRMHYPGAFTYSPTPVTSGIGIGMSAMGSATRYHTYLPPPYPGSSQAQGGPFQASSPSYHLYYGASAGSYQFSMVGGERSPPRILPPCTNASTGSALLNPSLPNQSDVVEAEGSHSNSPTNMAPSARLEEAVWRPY
# Target sequence (Q13951 whole entry, looked up): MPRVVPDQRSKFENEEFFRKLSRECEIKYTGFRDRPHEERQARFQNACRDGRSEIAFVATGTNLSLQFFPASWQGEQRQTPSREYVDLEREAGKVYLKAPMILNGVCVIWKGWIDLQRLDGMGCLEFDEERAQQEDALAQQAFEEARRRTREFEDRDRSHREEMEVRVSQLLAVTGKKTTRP
#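 His-tagged CBF-beta and biotinylated RUNX1 (30 nM each) were premixed 20 min at room temperature, exposed to compound for 15 min, then given nickel-chelate and streptavidin AlphaScreen beads (50 ng each). After 90 min, AlphaScreen signal was read.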
# LMNA splice mod: modulators of lamin A splicing; AID 1487; 200,000 tested, 0.01% active; Potency, µM (doses to about 46.1 µM), for inactives: top-dose ratio change, negative = inhibition, usual class: inhibitors; HeLa LMNA splicing GFP/RFP minigene ratio, 48 h; active = well fitted inhibition curve with a large enough effect in the signal ratio, with a control signal flat, not every such curve was filed as active; inconclusive = small, poorly fitted or top-dose-only effect, or effect the other way, or a change in a side signal; the % refers to the signal ratio; note: potency is the fitted concentration of half-maximal effect; % is set by controls: 0 for no effect and ±100 for the full control effect
#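 S3 HeLa cells stably expressing lamin A-EGFP splicing minigene plus DsRed2, 600 cells/well, 48 h compound exposure at 37C. Laser-scanning cytometry; analysed as GFP (500-530 nm)/RFP (575-640 nm) total intensity ratio; 0.5% DMSO vehicle.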
# GAA spleen mod: inhibits or activates alpha-glucosidase in human spleen homogenate. Potency, µM (doses to about 79.9 µM), for the others: at the top dose activity change, negative = inhibition, hits mostly inhibitors. P10253. human spleen homogenate, 4-MU-alpha-glucoside fluorescence. 240,000 tested, 0.006% active;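 note: potency is the fitted concentration of half-maximal effect; 0% = enzyme with vehicle and -100% = no enzyme basal signal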
#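 Enzyme source: human spleen homogenate, 1 ug/well. Buffer 50 mM citric acid/K phosphate pH 5.0, 0.01% Tween-20. 4-MU-alpha-glucoside 1 mM; 37 C x 40 min; NaOH/glycine stop; fluorescence.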
# HTT cytoprotect: Huntington cell model cytoprotection by ATP luminescence. PC12 HTT-Q103 induced, cytoprotection, ATP luminescence, 40 h. Potency, µM (doses to about 56.4 µM), without a hit: cytoprotection (ATP increase), hits mostly activators. 230,000 tested, 0.14% active;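 note: potency is the fitted concentration of half-maximal effect; % of control where 0% means no effect; nearly all actives have a fitted effect of over 45% in size; toxic huntingtin expression switched on by the ecdysone agonist tebufenozide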
#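 Huntington model: PC12 line, ecdysone-inducible HTTQ103 exon1–GFP, tebufenozide 100 nM. Test articles in a dose series. Endpoint luminescence from cellular ATP.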
# Starred values were filed as active, the others as inactive; u = inconclusive; x = not tested or not shown; & = joins results of further samples; [ ] = another dose, or the depositor's remark. Unless noted, calls come from the whole dose curve; as a rule, active = well fitted curve in the direction sought with a large enough effect; inconclusive = small, poorly fitted or top-dose-only effect, or another doubt; inactive = no such curve, though single readings can be large; an effect the other way counts as inactive or inconclusive.
SMILES,GAA glycogen,HttQ103 aggreg,GAA inhib,CBFb-RUNX1 inh,LMNA splice mod,GAA spleen mod,HTT cytoprotect
N#Cc1ccc(OCC(=O)Nc2ccccc2NS(=O)(=O)c2cccs2)cc1,-3%,3%,-4%,1%,4%,-1%,7%[10 µM]
COc1ccc(C(=O)NCC(=O)O)cc1,7%,7%,-2%,1%,-1%,6%,2%[0.074 µM]
O=S(=O)(NCCSc1ccc(Cl)cc1)c1ccc2c(c1)OCCO2,-10%,u,-11%,16%,u,-6%,-1%
CCOC(=O)N1CCN(c2ccc([N+](=O)[O-])cc2)CC1,14%,6%,-13%,-17%,u,-3%,4%[10 µM]
O=c1n(Cc2ccccc2F)c2ccccc2n1Cc1ccccc1F,6%,16%,0%,6%,-19%,1%,1%[1.9 µM]
O=C(NCc1ccc(F)cc1)C(c1ccccc1)N(CC1CCCO1)C(=O)Cn1nnc2ccccc21 (stereo not drawn),5%,-7%,-5%,4%,-7%,0%,-2%[1.9 µM]
Cc1cc(=O)[nH]c2c1c(C)nn2C1CCCC1,-2%,5%,-8%,5%,4%,-5%,6%[0.074 µM]
CC(C)(C)N(Cc1ccccc1)C(=O)COC(=O)c1cccc([N+](=O)[O-])c1,0%,9%,-14%,-26%,3%[46 µM],-5%,-4%[10 µM]
Cc1ccccc1Cn1c(CN2CCN(c3ccc(F)cc3)CC2)nc2c1c(=O)n(C)c(=O)n2C,1%,-5%,2%,-1%,-5%,-1%,35%[10 µM]
Cc1c(C(=O)O)c(C(=O)O)c2n1CCS2,13%,-3%[9.22 µM],x,-1%,x,8%,17%[10 µM]

# Some of the entries above in another layout.
compound	GAA glycogen	HttQ103 aggreg	GAA inhib	CBFb-RUNX1 inh	LMNA splice mod	GAA spleen mod	HTT cytoprotect
COc1ccc(C(=O)NCC(=O)O)cc1	7%	7%	-2%	1%	-1%	6%	2%[0.074 µM]
O=S(=O)(NCCSc1ccc(Cl)cc1)c1ccc2c(c1)OCCO2	-10%	u	-11%	16%	u	-6%	-1%
CCOC(=O)N1CCN(c2ccc([N+](=O)[O-])cc2)CC1	14%	6%	-13%	-17%	u	-3%	4%[10 µM]
O=c1n(Cc2ccccc2F)c2ccccc2n1Cc1ccccc1F	6%	16%	0%	6%	-19%	1%	1%[1.9 µM]
O=C(NCc1ccc(F)cc1)C(c1ccccc1)N(CC1CCCO1)C(=O)Cn1nnc2ccccc21 (stereo not drawn)	5%	-7%	-5%	4%	-7%	0%	-2%[1.9 µM]

# (next part)
SMILES,GAA glycogen,HttQ103 aggreg,GAA inhib,CBFb-RUNX1 inh,LMNA splice mod,GAA spleen mod,HTT cytoprotect
CCCCOc1ccc(Cl)cc1CSc1n[nH]c(C)n1,-4%,-6%,-1%,1%,12%,-7%,-35%
CC(C)Oc1ccc(CCN=C(N)N=C(N)N)cc1Cl,2%,4%[9.22 µM],0%,0%,x,-2%,-10%[10 µM]
O=C1c2ccccc2C(=O)N1CCCCN(C(=O)c1ccc(Cl)s1)c1ccc(Cl)cc1,11%,-31%,-6%,16%,5%,-3%,8%[10 µM]
CCC(=O)NC(NC(=S)Nc1ccc(S(N)(=O)=O)cc1)C(Cl)(Cl)Cl (stereo not drawn),2%,3%,1%,6%,-8%,-2%,20%[10 µM]
O=C(Nc1ccc(CN2CCCCC2)cc1)c1ccc2c(c1)OCO2,5%,-13%,2%,12%,-10%,-14%,-10%
C=C(Br)Cn1c(CCCC)nc2ccccc21,6%,16%,-5%,5%,11%,-22%,-10%
COc1cccc(C(=O)Oc2cc(C)[nH]c(=O)c2[N+](=O)[O-])c1,12%,6%,-8%,4%,x,-2%,-8%
CC(C)C[C@H](NC(=O)[C@H](Cc1ccccc1)NC(=O)CNC(=O)CNC(=O)[C@@H](N)Cc1ccc(O)cc1)C(=O)N[C@@H](CCCN=C(N)N)C(=O)N[C@@H](CCCN=C(N)N)C(=O)N[C@@H](CCC(N)=O)C(=O)N[C@@H](Cc1ccccc1)C(=O)N[C@@H](CCCCN)C(=O)N[C@H](C(=O)N[C@H](C(=O)N[C@H](C(=O)O)[C@@H](C)O)C(C)C)C(C)C,x,x,x,5%&14%,x,-3%&2%,-34%
CCC(=O)N(C)CCc1cc2c(c(OC)c1/C=N/NC(=O)c1ccc(Br)cc1)OCO2,0%,6%,u,2%,-4%,2%,15%[10 µM]
COc1ccccc1-c1nnc(SCC(=O)N2CCOCC2)o1,-6%,-5%,-8%,5%[2.36 µM],-6%,0%,-14%
Cc1cc(C)c2oc(C(=O)Nc3ccc(S(=O)(=O)Nc4nccs4)cc3)cc(=O)c2c1,6%,-17%[9.22 µM],x,-1%,x,-4%,2%[10 µM]
COc1ccc(OC)c(S(=O)(=O)N2CCC(C(=O)NCc3ccccc3)CC2)c1,4%,9%,-3%,-1%,10%,0%,-10%
C=CCNc1cnn(-c2ccccc2)c(=O)c1Cl,16%,-5%[9.22 µM],8%,4%,-12%[46 µM],-1%,-1%[10 µM]
COc1ccc(-c2ccc(S(=O)(=O)N3CCOCC3)cc2)cc1,4%,12%,0%,6%,4%,1%,-5%
O=c1[nH]c(CN2CCN(c3ccccc3O)CC2)nc2scc(-c3ccccc3Cl)c12,u,1%[9.22 µM],x,-18%,x,2%,12%[10 µM]
COC(=O)CC1C(C)(C)C(=O)C2CC3C4=CC(=O)OC(c5ccoc5)[C@]4(C)CCC3[C@@]1(C)C2=O (stereo partly drawn),x,x,x,9%,x,9%,-3%
Cc1ccc(-c2noc(CN3C(C)CCCC3C)n2)cc1 (stereo not drawn),4%,-9%,-4%,-8%,-13%,-10%,-14%
N=c1c2c(-c3ccccc3)c(-c3ccccc3)n(Cc3ccco3)c2ncn1CCO,5%,1%,-7%,-10%,u,1%,8%[10 µM]
CC(C)n1c(C(O)c2ccccc2)nc2ccccc21 (stereo not drawn),-5%,10%,4%,7%,u,7%,0%
O=C(CSc1nccc2ccccc12)N1CCN(c2ccccn2)CC1,-29%,u,-8%,3%,-20%,10%,-24%

# Three entries from above, tab-delimited:
compound	GAA glycogen	HttQ103 aggreg	GAA inhib	CBFb-RUNX1 inh	LMNA splice mod	GAA spleen mod	HTT cytoprotect
CCC(=O)N(C)CCc1cc2c(c(OC)c1/C=N/NC(=O)c1ccc(Br)cc1)OCO2	0%	6%	u	2%	-4%	2%	15%[10 µM]
COc1ccccc1-c1nnc(SCC(=O)N2CCOCC2)o1	-6%	-5%	-8%	5%[2.36 µM]	-6%	0%	-14%
Cc1cc(C)c2oc(C(=O)Nc3ccc(S(=O)(=O)Nc4nccs4)cc3)cc(=O)c2c1	6%	-17%[9.22 µM]	x	-1%	x	-4%	2%[10 µM]

# (more compounds)
SMILES,GAA glycogen,HttQ103 aggreg,GAA inhib,CBFb-RUNX1 inh,LMNA splice mod,GAA spleen mod,HTT cytoprotect
CC1(C)CC(=O)C=C(NCc2ccc(C(=O)O)cc2)C1,1%,-5%[9.22 µM],x,4%,x,3%,-2%[10 µM]
Cn1nc(-c2ccccc2)cc1NS(=O)(=O)c1ccccc1,7%,-23%[9.22 µM],x,-4%,x,-16%,10%[10 µM]
Cc1nn(-c2ccccc2)c(NC(=O)C(C)C)c(-c2ccccc2)c1=O,-4%,-23%[9.22 µM],x,6%,x,-5%,-4%[10 µM]
COC(=O)NNC(=O)/C=C/c1ccccc1,9%,-11%,0%,-2%,-2%,-11%,x
COc1ccc(CCNC(=O)C(C)Sc2ccc(C)cc2)cc1OC (stereo not drawn),-3%,-1%,9%,3%,u,-4%,11%[10 µM]
COc1ccc(C(=O)/C=C2\NCC3c4ccccc4CCN3C2=O)cc1 (stereo not drawn),4%,7%,-5%,-19%,8%,8%,-22%
COc1cc(C)nc(OCCNS(=O)(=O)c2cc(C)ccc2C)n1,3%,19%,2%,3%,1%,3%,3%
CSc1nc(NCc2ccco2)c2sc3nc(C(C)C)c4c(c3c2n1)CC(C)(C)OC4,-14%,9%,3%,-1%,11%,-1%,-20%
COc1ccccc1NC(=O)c1c(N=Cc2ccccc2O)cnn1C,0%,16%,3%,11%,x,-1%,35%[10 µM]
CCN1CCN(c2cc3c(nn2)Oc2ccccc2N3C)CC1,3%,11%,u,12%,-6%,u,x
Cc1ccc(S(=O)(=O)NCCN2CCNC2=O)cc1,4%,8%[9.22 µM],-6%,10%,2%[46 µM],3%,10%[10 µM]
Cn1nc(C(C)(C)C)c([N+](=O)[O-])c1C(=O)NC(C)(C)C,-6%,-6%,-10%,5%,14%,-19%,-4%[10 µM]
COC(=O)N[C@H](CC(C)=O)c1cccc(C(F)(F)F)c1,-2%,-10%,6%,4%[2.36 µM],1%,-2%,x
COc1ccc(C(=O)C2CCCN(C(=O)c3n[nH]c4c3CCCC4)C2)cc1OC (stereo not drawn),14%,2%[9.22 µM],12%,2%,u,-15%,-1%[10 µM]
CCC(CC)C(=O)c1c[nH]c(C(=O)N2CCN(c3ccccc3F)CC2)c1,-6%,-6%,-3%,3%,-3%[46 µM],-15%,1%[10 µM]
Cc1cc(C)c2nc(-c3ccccn3)cc(C(=O)n3cccn3)c2c1,-8%,9%,5%,-1%,x,-4%,-10%[10 µM]
Cc1cc(C)nc(N2CCC(C(=O)Nc3cccc(C(F)(F)F)c3)CC2)n1,3%,-4%,5%,7%,-12%,5%,31%
CCCCNC(=O)c1nnn(-c2ccccc2)c1N,6%,-10%,-4%,9%,-21%,6%,18%[10 µM]
O=C(N/N=C/c1ccc(N2CCCCC2)o1)c1ccccc1,-11%,11%,-8%,-1%,u,-4%,-1%[10 µM]
Cc1ccc(CN2CCN(C(=O)c3ccncc3)CC2)cc1,19%,16%[9.22 µM],13%,0%,4%[46 µM],-4%,9%[10 µM]
CCOC(=O)COc1cccc2c(=O)n(CC(=O)N3CCC(C)CC3)ccc12,6%,6%[9.22 µM],x,7%,x,-7%,9%[10 µM]
O=C(CC1S/C(=N/N=C/C=C/c2ccccc2)NC1=O)Nc1ccc(C(=O)O)cc1 (stereo not drawn),-6%,-18%,-5%,-8%,x,-7%,-43%
